Assay outcomes (PubChem BioAssay)
NPSR antag: neuropeptide S receptor (human) antagonism, cAMP; Potency, µM (titrated, usually from 38.3 µM), for inactives: at the top dose activity change, negative = inhibition, usual class: inhibitors; 220,000 compounds, 1% hits; AID 1461; Q6W5P4; CHO-NPSR cells, cAMP TR-FRET, antagonist mode; note: potency is the fitted concentration of half-maximal effect; % is set by controls: 0 for no effect and ±100 for the full control effect; nearly all actives have a fitted effect of over 50% in size; many of its hits are not listed in these tables
aGal spleen mod: alpha-galactosidase A (human) modulation; human spleen homogenate, 4MU-alpha-Gal fluorescence, 40 min; 240,000 compounds, 0.008% hits; P06280; Potency, µM (highest dose often 80 µM), for inactives: at the top dose activity change, negative = inhibition, most hits filed as inhibitors;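 note: potency is the fitted concentration of half-maximal effect; 0% = enzyme with vehicle and -100% = no enzyme basal signal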
Target sequence (P06280 32-429 limits assumed): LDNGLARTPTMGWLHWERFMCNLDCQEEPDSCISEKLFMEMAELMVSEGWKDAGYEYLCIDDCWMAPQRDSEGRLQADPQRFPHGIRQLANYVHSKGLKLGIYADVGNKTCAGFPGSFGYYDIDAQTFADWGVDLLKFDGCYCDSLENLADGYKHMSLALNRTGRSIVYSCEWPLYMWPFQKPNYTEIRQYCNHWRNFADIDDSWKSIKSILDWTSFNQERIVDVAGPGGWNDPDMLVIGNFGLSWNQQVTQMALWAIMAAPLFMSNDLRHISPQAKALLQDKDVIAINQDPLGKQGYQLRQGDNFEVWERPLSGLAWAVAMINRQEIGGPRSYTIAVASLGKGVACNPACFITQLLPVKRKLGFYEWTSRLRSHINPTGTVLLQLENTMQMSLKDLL
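qHTS titration in buffer at pH 5.0. Alpha-galactosidase activity in spleen homogenate was measured via 4-methylumbelliferone release from 1 mM fluorogenic substrate after 40 min at 37C and a pH 10 stop. AC50 came from Hill fits of control-normalized data.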
IMPase Li inh: IMPase inhibition in cells with lithium potentiation; 210,000 compounds, 0.35% hits; Potency, µM (titrated, usually from 59.4 µM), without a hit: at the top dose activity, negative = IMPase inhibition, usual class: inhibitors; CHO-M1 cells, IP1 TR-FRET (IP-One), carbachol + lithium;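 note: IP1 builds up when IMPase is blocked and the TR-FRET signal falls; potency is the fitted concentration of half-maximal effect; plate controls were basal vehicle for no effect and high inhibitor control for full effect; nearly all actives have a fitted effect of over 50% in size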
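Test compounds were applied to CHO-M1 cells previously cultured for 16–30 h at 2000 per well. A small lithium amount accompanied them; after 30 min at 37C, IP1 was quantified by TR-FRET.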
Luc counter: Kinase-Glo luciferase inhibition (counter-screen); Q27757; Kinase-Glo luciferase, ATP luminescence, 8 min; Potency, µM (top dose mostly 38.3 µM), for inactives: at the top dose activity change, negative = inhibition, actives largely listed as inhibitors; 200,000 compounds, 0.28% hits; note: potency is the fitted concentration of half-maximal effect; % is set by controls: 0 for no effect and ±100 for the full control effect; nearly all actives have a fitted effect of over 60% in size
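Luminescence was the read-out, taken after 8-minute incubation at ambient temperature. Luciferase turned over luciferin with 10 uM ATP in imidazole pH 7.2 buffer containing KCl, MgCl2, Tween 20 and BSA.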
Epigenetic derep: epigenetic control regulation, reporter derepression. murine LDR cells, GFP reporter derepression, 30 h. Potency, µM (highest dose often 53.9 µM), without a hit: at the highest dose GFP activation, usual class: activators. 280,000 compounds, 0.2% hits; note: potency is the fitted concentration of half-maximal effect; % of control where 0% means no effect; nearly all actives have a fitted effect of over 60% in size
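Derepression of a silenced CMV-GFP reporter in murine LDR cells is scored by enumerating GFP-positive cells with a laser-scanning microplate cytometer after 30 hours of treatment at 37 C.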
CBFb-RUNX1 inh: inhibitors of human CBF-beta and RUNX1 interaction. 230,000 tested, under 10 active. Potency, µM (doses to about 59.8 µM), for inactives: at the highest dose activity, negative = inhibition, usual class: inhibitors. Q01196+Q13951. AlphaScreen CBFb-His/RUNX1-biotin binding, biochemical; note: % of control where 0% means no effect
Target sequence (Q01196 whole entry, looked up): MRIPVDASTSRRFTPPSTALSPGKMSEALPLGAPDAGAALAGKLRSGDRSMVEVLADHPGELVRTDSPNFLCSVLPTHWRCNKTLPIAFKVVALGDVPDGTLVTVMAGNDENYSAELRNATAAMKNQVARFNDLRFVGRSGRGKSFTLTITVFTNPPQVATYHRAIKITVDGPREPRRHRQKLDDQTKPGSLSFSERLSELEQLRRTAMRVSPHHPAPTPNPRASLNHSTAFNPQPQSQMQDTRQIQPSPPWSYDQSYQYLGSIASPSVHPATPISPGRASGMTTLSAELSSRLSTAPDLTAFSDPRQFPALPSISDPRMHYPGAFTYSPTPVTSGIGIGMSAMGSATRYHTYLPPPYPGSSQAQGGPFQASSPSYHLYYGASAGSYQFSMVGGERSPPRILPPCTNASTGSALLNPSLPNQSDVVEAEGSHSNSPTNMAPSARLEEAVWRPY
Target sequence (Q13951 whole entry, looked up): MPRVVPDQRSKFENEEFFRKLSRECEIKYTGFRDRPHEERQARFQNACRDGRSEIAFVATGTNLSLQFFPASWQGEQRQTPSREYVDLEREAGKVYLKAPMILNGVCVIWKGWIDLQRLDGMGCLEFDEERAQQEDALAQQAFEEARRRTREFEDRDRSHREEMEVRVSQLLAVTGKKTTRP
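AlphaScreen proximity signal reports loss of binding between His-tagged CBF-beta and biotin-labelled RUNX1, each at 30 nM. Proteins are pre-associated for 20 minutes, compounds added for 15 minutes, then beads for 90 minutes, all at ambient temperature.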
LMNA splice mod: LMNA splicing modulation | HeLa LMNA splicing GFP/RFP minigene ratio, 48 h | 200,000 compounds, 0.01% hits | Potency, µM (series often up to 46.1 µM), inactives show at the highest dose ratio change, negative = inhibition, most hits filed as inhibitors; active = well fitted inhibition curve with a large enough effect in the signal ratio, with a control signal flat, not every such curve was filed as active; inconclusive = small, poorly fitted or top-dose-only effect, or effect the other way, or a change in a side signal; the % refers to the signal ratio; note: potency is the fitted concentration of half-maximal effect; % is set by controls: 0 for no effect and ±100 for the full control effect
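S3 HeLa cells stably expressing lamin A-EGFP splicing minigene plus DsRed2, 600 cells/well, 48 h compound exposure at 37C. Laser-scanning cytometry; analysed as GFP (500-530 nm)/RFP (575-640 nm) total intensity ratio; 0.5% DMSO vehicle.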
The depositor's hits bear a star; ? = inconclusive; / = not tested or not shown; [ ] = dose if it differs, or a comment. Unless noted, calls come from the whole dose curve; as a rule, active = well fitted curve in the direction sought with a large enough effect; inconclusive = small, poorly fitted or top-dose-only effect, or another doubt; inactive = no such curve, though single readings can be large; an effect the other way counts as inactive or inconclusive. An excerpt (hit frequency here may not be typical).

SMILES | NPSR antag | aGal spleen mod | IMPase Li inh | Luc counter | Epigenetic derep | CBFb-RUNX1 inh | LMNA splice mod
CCOc1ccc(CCNC(=O)c2ccc(N3CCCC3=O)cc2)cc1OCC | -14%[46.1 µM] | -11% | -2%[38.3 µM] | 11% | -0.7% | 2% | ?
COc1cccc(-c2nnc(SCCOc3ccc4c(C)cc(=O)oc4c3)o2)c1 | -21%[46.1 µM] | 19% | 19%[38.3 µM] | -2% | 2.0% | 3% | 7%
O=C(NCCn1cccn1)c1ccc(OC2CCN(C(=O)C3CC3)CC2)cc1 | -13% | 4% | 1% | -1% | 3.2% | 1% | 0%[46 µM]
CCOC(=O)N1CCC(N2CCCC(CO)(Cc3ccccc3C)C2)CC1 (centres undefined) | 3% | -3% | 25% | 0% | -0.1% | 5% | 3%[46 µM]
C/C(=N/OC(=O)c1ccc(C)cc1)C(=O)c1ccc(Br)cc1 | 13% | -10% | / | / | -1.2% | 5% | /
CCN(CC)c1ccc(/C=C2\C(=O)N(c3nnc(C)c(=O)[nH]3)N=C2C)cc1 | ? | -6% | / | / | ? | / | /
CN(C)C(=O)Cn1c(=O)n(C)c2ccccc21 | 12%[7.67 µM] | 1% | 0%[38.3 µM] | 1% | 1.4% | 0% | -4%
Cc1cc(C(=O)COC(=O)c2ccc(Br)o2)c(C)n1Cc1ccco1 | -35% | -9% | 11% | 0% | 4.8% | ? | /
Cc1ccc(S(=O)(=O)N(C)/N=C/C=C/c2ccccc2)cc1 | -11%[46.1 µM] | -3% | / | / | 0.0% | 1% | -8%
COc1ccc(NC(=O)CN2CCc3ccccc3C2)cc1S(=O)(=O)N1CCOCC1 | 5% | 4% | 3% | 1% | 1.0% | 1% | ?
O=C1CC(NCc2ccncc2)C(=O)N1c1ccc(Cl)cc1 (centres undefined) | -3%[46.1 µM] | 2% | -2%[38.3 µM] | -3% | -0.9% | 2% | 14%
COc1ccc(C(=O)Nc2cccnc2Sc2ccc(Cl)cc2)cc1 | -7% | 0% | / | / | 1.1% | 12% | /
O=C(CN1CCCCCCC1)N/N=C/c1ccc(F)c(F)c1 | 8% | -13% | -5% | 0% | 3.1% | 3% | 4%
COC(=O)c1ccc(C(=O)NN)cc1 | -9% | 2% | / | / | -1.0% | -1% | /
Cc1nc2ccccc2n1CCc1nc2c3ccccc3nc(SCC#N)n2n1 | -2%[46.1 µM] | 3% | -5%[38.3 µM] | 0% | 5.7% | 1% | 10%
CC(CN1C(C)CCCC1C)OC(=O)c1ccc(Cl)cc1 (centres undefined) | 12% | -3% | 20% | -1% | -0.4% | 6% | /
Cc1cc(C(=O)OCC(=O)Nc2cc(S(=O)(=O)N(C)C)ccc2Cl)c2ccccc2n1 | 4% | -1% | 5% | -3% | -2.5% | -1% | -23%[46 µM]
O=C(CN1CCOCC1)N1CCCc2c1c(=O)oc1ccc(OCc3ccccc3)cc21 | 10%[46.1 µM] | 11% | 13%[38.3 µM] | 3% | -15% | -9% | -3%
C/C(Cn1cnc([N+](=O)[O-])n1)=N\NC(=O)c1cccnc1 | 9% | 3% | -9% | 4% | 1.3% | -3% | 4%
CO[C@@H]1COC(=O)[C@H]2CCCN2C(=O)[C@@H](C)COC(=O)C/C=C\[C@H]1C | / | 2%[17.5 µM] | / | / | 0.0%[10.1 µM] | 9%[13.1 µM] | /
COc1cccc(-c2cc(C(F)(F)F)nc(-n3cc(Cl)cn3)n2)c1 | -20%[46.1 µM] | -7% | 43%[activator][38.3 µM] | 3% | -1.0% | -11% | -11%
C[C@H]1[C@@H](O)[C@@H](C)\C=C/C=C\C=C/C=C\C=C/C=C\C=C/[C@@H](O[C@H]2O[C@@H](C)[C@@H](O)[C@@H](N)[C@@H]2O)C[C@@H]2O[C@](O)(C[C@@H](O)C[C@@H](O)[C@@H](O)CC[C@@H](O)C[C@@H](O)CC(=O)O[C@H]1C)C[C@@H](O)[C@H]2C(=O)O (stereo in doubt) | / | 12%[29.1 µM] | -1% | -5%[17.1 µM] | -1.4%[16.9 µM] | 1%[21.7 µM] | ?
Cc1ccc(-c2nc3cc(NC(=O)C(C)C)ccc3o2)cc1C | -4%[46.1 µM] | -9% | 1% | ? | -0.9% | 21% | ?
COc1ccc(C2CC(=O)c3cnc(NC(=O)c4ccccc4)nc3C2)c(OC)c1 (centres undefined) | -19%[46.1 µM] | 0% | -5%[38.3 µM] | 4% | -2.8% | 1% | ?
Cc1cccc(C(=O)c2c(N)sc3c2CCCC3)c1 | -5%[46.1 µM] | 0% | / | / | 0.0% | -14% | -5%

Following part
SMILES | NPSR antag | aGal spleen mod | IMPase Li inh | Luc counter | Epigenetic derep | CBFb-RUNX1 inh | LMNA splice mod
N#Cc1c(-c2ccccc2)nc(-c2ccccc2)[nH]c1=O | -21%[46.1 µM] | -2% | 3.5µM* | 6% | -1.1% | 4% | 4%
O=C(NCCC1=CCCCC1)C(=O)NCc1ccccc1Cl | 0%[46.1 µM] | 9% | 10%[38.3 µM] | -1% | 0.0% | 4% | 14%
O=c1ccnc(Sc2ncccc2[N+](=O)[O-])[nH]1 | 1%[46.1 µM] | 3% | 0% | 2% | 3.5% | 10% | -6%
CN(C(=O)c1ccc(C#N)cc1)c1nnc(-c2ccccn2)s1 | ? | 16% | ? | 2% | 2.1% | -4% | -18%
CCOC(=O)C1CCCN(c2ccc(NC(=O)c3snc4c(=O)[nH]cnc34)cc2)C1 (centres undefined) | 16µM* | 5% | -5%[38.3 µM] | -2% | -1.4% | -11% | 12%
Cc1ccc2[nH]c3c(c2c1)CN(C(=O)CN1CCCc2ccccc21)CC3 | -6%[7.67 µM] | 4% | 27%[38.3 µM] | -3% | -1.9% | ? | -3%
CCOC(=O)C(/C(N)=N/C(=O)Nc1ccccc1)=C(\C)O | -14%[46.1 µM] | -7% | 7%[38.3 µM] | -8% | -1.4% | 1% | -8%
Nn1cc(-c2ccccc2)nc1SCC(=O)N1CCN(S(=O)(=O)c2ccc(Cl)cc2)CC1 | -18%[46.1 µM] | -3% | -6%[38.3 µM] | 1% | 4.8% | -14% | -3%
CSC1=NCCN1C(=O)c1c(-c2ccccc2Cl)noc1C | -7%[46.1 µM] | 1% | -3%[38.3 µM] | 1% | -0.7% | 1% | -3%
CC(=O)Nc1ccc(C(=O)OC2CCCCC2=O)cc1 (centres undefined) | -4%[46.1 µM] | 6% | -5%[38.3 µM] | -1% | 0.0% | 1% | 6%
Cc1ccccc1C(=O)NC1CCN(C(=O)N(c2ccccc2)c2ccccc2)CC1 | -14%[46.1 µM] | -3% | 3%[38.3 µM] | 1% | 0.1% | 0% | 87%
O=C(CSc1ccc2c(c1)OCCO2)Nc1ccc(N2CCOCC2)cc1 | -4% | 13% | -5% | 5% | -3.8% | -18% | -3%[46 µM]
COc1ccc2[nH]cc(CCNc3cc(-c4ccccc4CN(C)C)ncn3)c2c1 | / | 15% | -1% | / | / | / | -5%
CN1C(=O)C(CC(=O)Nc2ccc(F)cc2)N(Cc2ccco2)C1=S (centres undefined) | 0% | 3% | -5% | 2% | 2.2% | -3% | 1%[46 µM]
COc1ccc(C(=O)NC(=S)N2CC(C)OC(C)C2)cc1OC (centres undefined) | 10% | 12% | -1% | 1% | -3.2% | 2% | 2%[46 µM]
COc1cc(OC)c2c(c1)C(=O)c1cc(OC)cc(OC)c1C2=O | -4%[46.1 µM] | -6% | -11%[38.3 µM] | 2% | 0.0% | -2% | 4%
COc1ccc(/C=C2\SC(=O)N(CCNC(=O)Cc3coc4cc(OC)ccc34)C2=O)cc1 | 19% | 1% | 16% | -7% | 17% | 3% | ?
CN(C)c1ccc(N/C=C/C(=O)c2ccccc2)cc1 | ? | -14% | 36%[activator] | 4µM* | 0.9% | 7% | -10%
Cc1nn(Cc2ccccc2Cl)c(C)c1NC(=O)CSc1n[nH]c(C)c1[N+](=O)[O-] | 3% | 0% | 1% | -2% | -2.2% | 1% | ?
COc1cc(C(=O)NCc2ccc3c(c2)OCO3)ccc1OCc1c(C)noc1C | -19%[46.1 µM] | 14% | 16%[38.3 µM] | -1% | -1.0% | 0% | 0%
Cc1ccsc1C1Nc2ccc3ncccc3c2C2=C1C(=O)CC(C)(C)C2 (centres undefined) | -26%[46.1 µM] | 11% | 12%[38.3 µM] | -4% | -1.7% | 1% | ?
CCOc1ccccc1NC(=O)CSc1nnc2ccc(-c3ccncc3)nn12 | 18% | -4% | 1% | 1% | -2.7% | -8% | 2%[46 µM]
Cc1ccc(NC(=O)COC(=O)C(NS(=O)(=O)c2ccc(Cl)cc2)C(C)O)cc1C (centres undefined) | 8% | -8% | 6% | -3% | -3.0% | 20% | ?
CSc1nc(C)cc(C)c1S(=O)(=O)c1ccccc1C | -18%[46.1 µM] | -3% | 9%[38.3 µM] | 0% | 4.0% | 14% | 2%
O=C(NCc1cccnc1)c1ccccn1 | 13%[46.1 µM] | 1% | 14%[38.3 µM] | 6% | -3.1% | 7% | 3%
COc1ccc(NC(C)=O)cc1CNC(=O)COc1c(C)c(C)cc(C)c1C | -8% | -5% | -2% | -1% | 3.0% | -2% | ?
CCCCOc1ccc(N(CC(=O)NC(C)(C)CC)C(=O)CCC(=O)Nc2ccccn2)cc1 | 3% | -9% | 3% | -6% | 6.6% | 4% | ?
COc1ccccc1-c1cc(-c2ccccc2)nc(SC(C(N)=O)c2ccccc2)c1C#N (centres undefined) | ? | -18% | 7.9µM* | 7% | ? | -1% | 11%
Cc1cc(C)n(C(=O)CNC(=O)c2cccs2)n1 | 11%[46.1 µM] | 0% | -12%[38.3 µM] | 12% | 0.0% | 5% | 1%
COc1ccc2c(CC(=O)Nc3nc(C)cs3)coc2c1 | -11% | 6% | 7% | -4% | -0.3% | 10% | -9%[46 µM]

Molecules from the list above containing a furan ring, fused or not:
SMILES | NPSR antag | aGal spleen mod | IMPase Li inh | Luc counter | Epigenetic derep | CBFb-RUNX1 inh | LMNA splice mod
Cc1cc(C(=O)COC(=O)c2ccc(Br)o2)c(C)n1Cc1ccco1 | -35% | -9% | 11% | 0% | 4.8% | ? | /
CN1C(=O)C(CC(=O)Nc2ccc(F)cc2)N(Cc2ccco2)C1=S (centres undefined) | 0% | 3% | -5% | 2% | 2.2% | -3% | 1%[46 µM]
COc1ccc(/C=C2\SC(=O)N(CCNC(=O)Cc3coc4cc(OC)ccc34)C2=O)cc1 | 19% | 1% | 16% | -7% | 17% | 3% | ?
COc1ccc2c(CC(=O)Nc3nc(C)cs3)coc2c1 | -11% | 6% | 7% | -4% | -0.3% | 10% | -9%[46 µM]
